BCR signal inh: qHTS Assay to Find Inhibitors of Chronic Active B-Cell Receptor Signaling. ABC-DLBCL IkBa-CBG/CBR reporter, luminescence ratio, 4 h. Potency, µM (doses to about 46.1 µM), inactives show at the highest dose ratio change, negative = lower green/red ratio, actives largely listed as inhibitors. 0.05% of 340,000 active. AID 493014, 2011; active = well fitted inhibition curve with a large enough effect in the signal ratio, with a control signal flat, not every such curve was filed as active; inconclusive = small, poorly fitted or top-dose-only effect, or effect the other way, or a change in a side signal; the % refers to the signal ratio;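 note: potency is the fitted concentration of half-maximal effect; plate controls were basal doxycycline-induced cells for no effect and cells given 10 µM MG132 for full effect; MG132 reads +100%, hits lower the ratio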
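Cell line TMD8 (human ABC DLBCL), stably expressing tet-inducible CBG68-IkBa fusion and CBR; IMDM/0.5% FBS; cpd up to 46 uM; dox induction, 4 h, 37C/5% CO2; dual luminescence; green/red ratio; MG132 control.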
PKM2 activator: qHTS Assay for Activators of Human Muscle isoform 2 Pyruvate Kinase; purified PKM2, Kinase-Glo ATP luminescence, activation; response scale: 0% is enzyme alone, no compound; Potency, µM (titrated, usually from 57.5 µM), for inactives: at the highest dose activation, hits mostly activators; 0.34% of 260,000 active; AID 1631, 2009; note: potency is the fitted concentration of half-maximal effect; % is set by controls: 0 for no effect and ±100 for the full control effect; nearly all actives have a fitted effect of over 55% in size
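Purified hPK-M2 (>95% pure) converted ADP (0.1 mM final) to ATP with 0.5 mM PEP in 50 mM imidazole pH7.2, KCl, MgCl2, Tween 20, BSA; 1 h at room temperature. ATP detected by Kinase-Glo luminescence.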
USP2a block: qHTS Assay for Inhibitors of Ubiquitin-specific Protease USP2a Using CHOP2 as the Reporter; Ubiquitin carboxyl-terminal hydrolase 2 (Homo sapiens), O75604; USP2 core, Ub-CHOP2 coupled fluorogenic reporter, 485/531; Potency, µM (highest dose often 38.3 µM), for inactives: top-dose activity change, negative = inhibition, actives largely listed as inhibitors; 0.01% of 330,000 active; AID 463254, 2010;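 note: potency is the fitted concentration of half-maximal effect; plate controls were DMSO wells for no effect and full inhibition by NEM control for full effect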
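Cell-free coupled assay: 10nM USP2 core preincubated 30min RT with compound in Tris-HCl pH 8.0/CaCl2/CHAPS buffer, then 25nM Ub-CHOP2 and 25nM reporter substrate; fluorescence (Ex 485/Em 531) read after 60min RT, normalized to NEM inhibition, concentration-response curves fitted.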
GALK inhibitor: qHTS Assay for Inhibitors of Human Galactokinase (GALK); P51570; Purified GALK, Kinase-Glo residual ATP luminescence; Potency, µM (top dose mostly 57.5 µM), for the others: at the top dose activity change, negative = inhibition, actives largely listed as inhibitors; 0.007% of 270,000 active; AID 1868, 2009; note: potency is the fitted concentration of half-maximal effect; % is set by controls: 0 for no effect and ±100 for the full control effect
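Galactose (100 uM) and ATP (35 uM) were turned over by 5 nM GALK for 1 h at RT. Kinase-Glo Plus then converted the remaining ATP into a luminescent signal.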
TSHR antag: Antagonists of the Thyroid Stimulating Hormone Receptor: HTS campaign. Thyrotropin receptor (Homo sapiens), P16473. TSHR-expressing cells, TSH-stimulated cAMP HTRF, 2 h; active compounds read low. activity change, negative = inhibition, % at 11.5 µM. 0.2% of 330,000 active. AID 504810, 2011;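 active = activity change below a set negative limit, meaning inhibition stronger than a set level, cut at about -70% in these data; inconclusive = activity change between two set negative limits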; note: % is set by controls: 0 for no effect and ±100 for the full control effect
Target sequence (P16473 whole entry, looked up): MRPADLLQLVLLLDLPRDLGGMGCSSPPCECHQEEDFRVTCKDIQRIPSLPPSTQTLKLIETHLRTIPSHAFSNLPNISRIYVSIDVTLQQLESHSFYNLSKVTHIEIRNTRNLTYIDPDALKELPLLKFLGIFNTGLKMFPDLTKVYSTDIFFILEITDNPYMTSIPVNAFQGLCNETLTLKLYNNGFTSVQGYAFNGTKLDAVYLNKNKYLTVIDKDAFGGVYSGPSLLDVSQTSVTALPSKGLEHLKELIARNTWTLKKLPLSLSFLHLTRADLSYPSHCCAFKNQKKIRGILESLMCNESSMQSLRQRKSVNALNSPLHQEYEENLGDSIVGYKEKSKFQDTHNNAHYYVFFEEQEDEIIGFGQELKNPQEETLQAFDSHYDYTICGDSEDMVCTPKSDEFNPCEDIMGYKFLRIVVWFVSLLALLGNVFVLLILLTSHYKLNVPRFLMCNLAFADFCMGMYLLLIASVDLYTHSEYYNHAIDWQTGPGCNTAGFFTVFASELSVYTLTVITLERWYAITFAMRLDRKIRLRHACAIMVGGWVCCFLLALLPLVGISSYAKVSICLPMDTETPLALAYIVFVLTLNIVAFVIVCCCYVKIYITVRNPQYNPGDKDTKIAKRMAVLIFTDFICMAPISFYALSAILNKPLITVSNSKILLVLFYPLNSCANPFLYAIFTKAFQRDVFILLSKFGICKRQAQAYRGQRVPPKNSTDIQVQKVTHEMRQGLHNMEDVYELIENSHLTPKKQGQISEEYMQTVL
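Freshly harvested TSHR cells receive pin-tooled compound, then EC80 TSH at 4nM final. After 2 hours at 37 deg C, antibody in lysis buffer and cAMP-d2 are added; 30 minutes at ambient temperature precede the HTRF read.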
Menin MLL FP TR: qHTS Assay for Inhibitors Targeting the Menin-MLL Interaction in MLL Related Leukemias: Competition With Texas Red Labeled MLL-derived Mutant Peptide; O00255; Menin + Texas Red MLL mutant peptide, fluorescence polarization; Potency, µM (series often up to 61.6 µM), inactives show top-dose FP activity change, negative = inhibition, actives largely listed as inhibitors; 0.23% of 270,000 active; AID 1768, 2009; active = well fitted inhibition curve with a large enough effect in the polarisation, with a control signal flat, not every such curve was filed as active; inconclusive = small, poorly fitted or top-dose-only effect, or effect the other way, or a change in a side signal; inactive = no such curve, though single readings can be large or run the other way; the % refers to the polarisation; note: potency is the fitted concentration of half-maximal effect; % of control where 0% means no effect; many of its hits are not listed in these tables
S-ASM inh: Inhibitors of Secretory Acid Sphingomyelinase (S-ASM): qHTS; Potency, µM (doses to about 57.5 µM), for inactives: top-dose activity change, negative = inhibition, hits mostly inhibitors; Sphingomyelin phosphodiesterase (Homo sapiens), P17405; 0.006% of 340,000 active; placental ASM, HMU-PC fluorogenic substrate, 60 min; note: potency is the fitted concentration of half-maximal effect
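Fluorogenic HMU-PC substrate (9 uM final) is turned over by placental ASM in 60 min at 37 C after a 10 min compound preincubation. Reaction ended by alkaline stop (pH 10), with fluorescence read at 386/447 nm.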
Mito fusion yeast: qHTS Assay for Small Molecule Inhibitors of Mitochondrial Division or Activators of Mitochondrial Fusion. S. cerevisiae fusion-defective mutant growth rescue, CellTiterGlo 48 h. Potency, µM (series often up to 46.1 µM), without a hit: top-dose growth rescue (activation), actives largely listed as activators. 0.23% of 320,000 active. AID 485298, 2010;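 note: potency is the fitted concentration of half-maximal effect; % of control where 0% means no effect; nearly all actives have a fitted effect of over 45% in size; temperature-sensitive fusion mutants such as fzo1-1 at 37 °C on non-fermentable ethanol glycerol medium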
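Yeast fusion mutant, YPEG (non-fermentable carbon), compound, 48 h at 37C non-permissive; CellTiterGlo added, 10 min RT, luminescence read. Rescued growth = division inhibition.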
Eya2 phos inh: qHTS Assay for Inhibitors of the Phosphatase Activity of Eya2. AID 488837, 2010. Potency, µM (highest dose often 76.9 µM), without a hit: at the highest dose activity, negative = inhibition, usual class: inhibitors. 0.006% of 330,000 active. recombinant Eya2, OMFP fluorescence dephosphorylation (OMFP is methylfluorescein phosphate). Protein phosphatase EYA2 (Homo sapiens), O00167; note: potency is the fitted concentration of half-maximal effect; % is set by controls: 0 for no effect and ±100 for the full control effect
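Eya2 protein (added as 0.2 uM solution) was preincubated with compound for 10 min at ambient temperature in 50 mM HEPES pH 7.5, 50 mM NaCl, 5 uM MgCl2, 0.05% BSA, 1 mM DTT. OMFP (added at 50 uM) then reacted 10 min; fluorescence read at 485/525 nm.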
hERG WT inh: qHTS for Inhibitors of KCHN2 3.1: Wildtype qHTS; Voltage-gated inwardly rectifying potassium channel KCNH2 (Homo sapiens), Q12809; U2OS, BacMam KCNH2, thallium flux FluxOr; active compounds read low; activity change, % at 1.84 µM; 0.37% of 340,000 active;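 active = maximum activity change below -70%; inconclusive = maximum activity change between -70% and -50%; inactive = maximum activity change above -50%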; note: % is set by controls: 0 for no effect and ±100 for the full control effect
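U2OS cells transduced with wild-type KCNH2 virus are loaded with FluxOr dye for 45 min, and thallium flux is measured in kinetic reads before and after stimulation buffer. Rate constants are normalized to DMSO controls.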
MBNL1-CUG inh: qHTS Assay for Inhibitors of MBNL1-poly(CUG) RNA binding; TR-FRET MBNL1-His/biotin-(CUG)12 binding, 665/545 ratio; Muscleblind-like protein 1 (Homo sapiens), Q9NR56; 0.036% of 280,000 active; Potency, µM (titrated, usually from 57.5 µM), inactives show at the highest dose activity change, negative = inhibition, most hits filed as inhibitors; active = well fitted inhibition curve with a large enough effect in the signal ratio, with a control signal flat, not every such curve was filed as active; inconclusive = small, poorly fitted or top-dose-only effect, or effect the other way, or a change in a side signal; inactive = no such curve, though single readings can be large or run the other way; the % refers to the signal ratio; note: potency is the fitted concentration of half-maximal effect; % is set by controls: 0 for no effect and ±100 for the full control effect
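Ratiometric TR-FRET (665 over 545 nm, excitation 340 nm) tracks disruption of MBNL1-His/biotin-(CUG)12 complex after 60 min at room temperature, with compounds at 92 nM to 58 uM final.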
Starred values were filed as active, the others as inactive; ? = inconclusive; / = not tested or not shown; [ ] = remark or other dose. Unless noted, calls come from the whole dose curve; as a rule, active = well fitted curve in the direction sought with a large enough effect; inconclusive = small, poorly fitted or top-dose-only effect, or another doubt; inactive = no such curve, though single readings can be large; an effect the other way counts as inactive or inconclusive. The list is partial; the hit share may differ from the screen's.

SMILES | BCR signal inh | PKM2 activator | USP2a block | GALK inhibitor | TSHR antag | Menin MLL FP TR | S-ASM inh | Mito fusion yeast | Eya2 phos inh | hERG WT inh | MBNL1-CUG inh
Cc1ccc(S(=O)(=O)c2c[nH]c3cc4c(cc3c2=O)OCO4)cc1 | 1% | 27% | 1% | -2% | -1 | / | / | -3% | 15% | / | 7%
CCN(c1cccc(C(F)(F)F)c1)S(=O)(=O)c1ccc2c(c1)CCN2C(C)=O | 2% | 20% | 4% | 0% | -11 | -3% | -6% | 10% | 1% | 5 | -4%
C/C(=N\NC(=O)CNC(=O)c1ccc2c(c1)OCCO2)c1ccco1 | -7% | -3% | 3% | 2% | -3 | / | 0% | -2% | 13% | -3 | 2%
COCCN(C(=O)Nc1ccc(OC)cc1OC)C1CCN(C(C)=O)CC1 | -1% | -1% | 3% | 0% | -8 | 7% | 4% | 0% | 18% | -13 | -3%
COc1cccc(-n2c(SCC(=O)OC(C)C)nnc2-c2cccnc2)c1 | ? | -1% | -1% | -2% | 2 | 0% | 0% | -5% | 0% | -7 | -5%
COc1ccc(/C=C/C(=O)c2ccccc2)cc1Cn1nnc2ccccc21 | ? | -6% | -28% | -4% | -34 | 8% | 3% | 29% | -4% | -1 | 18%
O=C(O)CCC(=O)N1CCC[C@H]1C(=O)O | 0% | -5% | -5% | -1% | -2 | / | 2% | -7% | 14% | 0 | -1%
Cc1nn(C)cc1/C=N/NC(=S)Nc1ccccc1 | -6% | -7% | -1% | 0% | -3 | 7% | 2% | -9% | -12% | 6 | 21%
O=C(O)c1ccc(-c2ccc(/C=C3\NC(=O)N(Cc4ccc(Cl)cc4)C3=O)o2)cc1 | ? | 9% | 2% | -5% | -18 | / | / | -3% | 0% | -1 | /
CCOc1ccc(S(=O)(=O)NCC(=O)NC2CCCCC2)cc1 | -1% | / | 1% | / | -27 | / | 1% | 6% | -5% | 5 | /
Cc1ccc(C(=O)COc2cc(C)nc3nncn23)cc1 | -4% | 4% | -1% | 11% | 2 | / | 1% | 4% | -1% | -10 | -5%
O=S(=O)(NC1CCCC1)c1cc(F)ccc1F | ? | 1% | 1% | 7% | -10 | / | -2% | 2% | 6% | 3 | -7%
COc1ccc(NC(=O)CSc2nnc(N)s2)c([N+](=O)[O-])c1 | 7% | 17% | 0% | -2% | 28 | -2% | -1% | 2% | 2% | -1 | ?
O=C(c1noc2c1CCCC2)N1CCCC(N2CCN(c3ccccc3F)CC2)C1 (configuration not stated) | 1% | / | 0% | -5% | 1 | / | 3% | 0% | -11% | -7 | -7%
CC(C)CC(=O)Nc1c2c(nn1-c1ccc(F)cc1)CSC2 | 0% | 0% | 0% | / | 18 | -5% | 3% | 2% | 4% | 19 | 6%
O=C(O)CCN1C(=O)c2ccccc2C1=O | ? | 2% | -1% | -3% | -1 | 19% | 1% | -2% | -20% | -13 | -3%
O=C(CC1NCCNC1=O)NC1Cc2ccccc2C1 (configuration not stated) | 1% | 1% | 1% | 1% | 8 | / | -2% | -2% | -7% | -8 | -1%
CCOc1ncccc1C(=O)Nc1cccc(S(=O)(=O)N2CCCCC2)c1 | ? | / | 2% | / | -5 | / | -1% | 12% | 8% | -14 | /
CC1CC(C)CN(C(=O)c2ccc(S(=O)(=O)N3CC(C)CC(C)C3)cc2)C1 (configuration not stated) | 4% | -1% | -2% | 8% | -4 | -18% | 0% | -18% | ? | -2 | -2%
CCCN1CCC(NC(=O)Nc2ccc(OC)c(OC)c2)CC1 | -7% | 4% | 1% | -1% | 8 | -14% | 5% | -2% | 4% | -1 | 1%
CCc1ccc(-c2nc(CN3CCC(C(=O)NCCc4ccc(OC)c(OC)c4)CC3)c(C)o2)cc1 | ? | -2% | 2% | -2% | 5 | ? | -2% | -7% | -16% | 36 | -8%
Cn1c(Cl)nc2c1c(=O)n(Cc1cccc(Br)c1)c(=O)n2C | ? | 15% | 0% | 0% | -1 | 16% | -2% | 9% | -22% | 2 | 5%
Cc1ccc(-c2ccc([C@H]3[C@@H]4C=CCC[C@@]4(C)C(=O)N3Cc3ccccc3)c(F)c2)cc1 | 4% | -10% | 0% | 6% | 5 | / | -18% | -41%[inhibitor] | -6% | -7 | -4%
COC(=O)c1cc(OC)c(OC)cc1-n1cnc2cc(OC)c(OC)cc2c1=O | 0% | -8% | -1% | 2% | 4 | 4% | 4% | 3% | 14% | -1 | -2%
COc1ccccc1C1=NN(C(=S)Nc2ccccc2)C(c2ccco2)C1 (configuration not stated) | ? | 16% | -1% | -2% | 1 | ? | -3% | -4% | -5% | -7 | 46%[activator]

Overlap with the part before: 3 entries; new compounds follow.
SMILES | BCR signal inh | PKM2 activator | USP2a block | GALK inhibitor | TSHR antag | Menin MLL FP TR | S-ASM inh | Mito fusion yeast | Eya2 phos inh | hERG WT inh | MBNL1-CUG inh
Cc1ccc(-c2ccc([C@H]3[C@@H]4C=CCC[C@@]4(C)C(=O)N3Cc3ccccc3)c(F)c2)cc1 | 4% | -10% | 0% | 6% | 5 | / | -18% | -41%[inhibitor] | -6% | -7 | -4%
COC(=O)c1cc(OC)c(OC)cc1-n1cnc2cc(OC)c(OC)cc2c1=O | 0% | -8% | -1% | 2% | 4 | 4% | 4% | 3% | 14% | -1 | -2%
COc1ccccc1C1=NN(C(=S)Nc2ccccc2)C(c2ccco2)C1 (configuration not stated) | ? | 16% | -1% | -2% | 1 | ? | -3% | -4% | -5% | -7 | 46%[activator]
Cc1ccc(SCC(=O)N=C2NC(=O)CS2)cc1 | 0% | 0% | 2% | -4% | -2 | 7% | 0% | 2% | -7% | -15 | -14%
COc1ccc(NC(=O)CSc2ccccc2)c(OC)c1 | 16% | -12% | 1% | -2% | 13 | -17% | 0% | 3% | -5% | 2 | ?
CC(/C=C/C1(O)C(C)CC(O)CC1(C)C)OC1OC(CO)C(O)C(O)C1O (configuration not stated) | 5% | 16% | -9% | -1% | 0 | / | -1% | -3% | ? | 3 | -12%
Cc1cccc(/C=N/NC(=O)c2ccc(F)cc2)n1 | ? | / | -1% | / | 8 | 7% | -1% | -14% | 0% | -15 | 13%
Cc1cccc(C(=O)NNc2ncnc3c2cnn3C)c1 | -8% | 1% | 2% | 0% | -5 | 11% | 5% | 4% | -5% | -2 | -2%
Cc1cccc(NC(=O)CCS(=O)(=O)c2cc3c(cc2Cl)NC(=O)CO3)c1 | 0% | / | 0% | -4% | -20 | / | 0% | -1% | 3% | 1 | -1%
CCC(C)c1ccc(NC(=S)NCc2ccccc2OC)cc1 (configuration not stated) | ? | 6% | -8% | 1% | 4 | 11% | 0% | -12% | -13% | -2 | -4%
CCn1c(=O)c2cc(C(=O)NC(C)C)sc2c2ccccc21 | ? | -7% | 1% | 3% | -2 | / | 0% | 3% | -1% | 2 | 23%
Cc1noc(C)c1S(=O)(=O)N1CCC(C(=O)Nc2ccccn2)CC1 | / | ? | / | 3% | / | -4% | -2% | -3% | / | 3 | -2%

Screens: PubChem, National Center for Advancing Translational Sciences (NCATS)
